Salmonella PhoP GFP = Inhibition of PhoP regulon, Salmonella typhi GFP reporter cells, confirmation, 4 h (AID 1850); inhibition, % at 50 µM; hits with a dose series show IC50 in µM; Salmonella Typhi PhoP-promoter GFP reporter, fluorescence, 4 h; higher % means a stronger effect; hit rate 0.33% among 310,000; in the data active = a potency from the dose series; inconclusive = inhibition mostly from about 25% at the one dose, without a potency; inactive = the rest, 99 in 100 with inhibition below about 19%;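 also: 0% = induced wells with vehicle and 100% = uninduced wells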
H37Rv inhibition = M. tuberculosis growth inhibition, HTS (AID 449762); one-dose inhibition, % at 25 µM; IC50 in µM for titrated hits; M. tuberculosis H37Rv growth inhibition, 7H9 media; higher % means a stronger effect; hit rate 0.59% among 330,000; in the data active = a potency from the dose series; inconclusive = inhibition above about 70% without an active follow-up result;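 also: bacterial growth assessed after seven days of incubation; strong numbers were not always called active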
VEEV TC-83 Vero = inhibitors of VEEV TC-83 cytopathic effect, confirmation, Vero cells (AID 588727). hit rate 0.13% among 350,000. inhibition, % at 20 µM, or IC50 in µM where a hit was titrated. Vero cells, VEEV TC-83 cytopathic effect inhibition; higher % means a stronger effect; in the data active = a potency from the dose series; inconclusive = inhibition mostly from about 14% at the one dose, without a potency; inactive = the rest, 99 in 100 with inhibition below about 12%; also: strong numbers were not always called active
influenza NS1A = H1N1 influenza NS1A inhibitors, functional cell based assay (AID 504329); NS1A functional cell-based assay, percent inhibition; higher % means a stronger effect; inhibition, % at 12.5 µM; hits with a dose series show IC50 in µM; hit rate 0.3% among 340,000; in the data active = a potency from the dose series; inconclusive = inhibition above about 27% without an active follow-up result; also: strong numbers were not always called active
tuberculosis growth = growth inhibition of non-replicating M. tuberculosis (AID 488890). Mycobacterium tuberculosis non-replicating, growth inhibition; higher % means a stronger effect. inhibition, % at 25 µM, or IC50 in µM where a hit was titrated. hit rate 0.39% among 320,000; in the data active = a potency from the dose series; inconclusive = inhibition mostly from about 82% at the one dose, without a potency; inactive = the rest, 99 in 100 with inhibition below about 76%;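 also: plate controls were DMSO cells for no effect and high antibiotic wells for full effect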
VEEV TC-83 Vero 10K pilot screen = further read-out of VEEV TC-83 Vero, marked with its call; inhibition, %; measured here: 10K pilot screen inhibition
An asterisk follows results filed as active; i = inactive; ? = inconclusive; nt = no result given; & = joins results of further samples.

SMILES | Salmonella PhoP GFP | H37Rv inhibition | VEEV TC-83 Vero | influenza NS1A | tuberculosis growth | others
O=C(O)c1cc(NCc2ccccc2)ccc1N1CCOCC1 | 13% | -2% | 0.7% | -14% | -12%
COc1ccc(CCNCc2ccc(Br)cc2)cc1OC | 3% | 3% | 0.4% | -14% | 6%
O=C(O)CC(CC(=O)O)c1ccsc1 | nt | -9% | 0.9% | -3% | -27%
Nc1ccccc1S(=O)(=O)C(F)F | 3% | -7% | 0.8% | 13% | -7%
CCC(C)(C)NC(=O)C(C(C)C)N(CC1CCCO1)C(=O)CNS(=O)(=O)c1ccccc1 (stereo not given) | 15% | -9% | 0.2% | 4% | -15%
CCCCOC(=O)C1[C@H]2C(=O)N(c3ccccc3CC)C[C@]23C=C[C@H]1O3 (stereo not given in full) | 1% | 1% | i | -11% | -2%
CCCCCCn1cnc2c(oc3nc4c(cc32)CCCC4)c1=O | -9% | 5% | i | -1% | 73%
Cc1ccc(C(CNS(=O)(=O)c2ccc(F)cc2C)N2CCN(C)CC2)cc1 (stereo not given) | 3% | -2% | 1.6% | 4% | 27%
CC(C)CCNC(=O)CCCCn1c(=O)[nH]c2ccsc2c1=O | 8% | -5% | 0.3% | -7% | -14%
COc1ccccc1NC(=S)NNC(=O)c1ccccc1 | 0% | 11% | 5.5% | 1% | 78%
Cc1ccc(-c2cc(C(=O)N3CC4(C)CC3CC(C)(C)C4)no2)cc1 (stereo not given) | -6% | -2% | i | -2% | -9%
COCCCN1C(=O)c2ccc(C(=O)N3CCN(c4ccc(OC)cc4)CC3)cc2C1=O | 6% | 0% | 0.5% | 4% | -2%
O=C(CN(Cc1ccccc1)S(=O)(=O)c1ccc(F)cc1)NCCC1=CCCCC1 | 9% | -7% | i | 0% | 7%
C/C(=N/NC(=O)CNC(=O)Cc1ccccc1)c1ccc(Cl)cc1 | -1% | 1% | i | nt | -12%
CN(Cc1ccccc1)C(=O)COc1cc(=O)n(C)c2ccccc12 | -1% | -5% | 3.4% | -6% | -12%
O=C(N/N=C/c1ccc(F)cc1)c1cc(-c2ccc3c(c2)OCO3)n[nH]1 | -7% | 5% | 3.2% | 3% | -2%
COc1cccc(-n2c(=O)c3c(C)c(C(=O)N(C)C)sc3n(CC(=O)NCC3CCCO3)c2=O)c1 (stereo not given) | -1% | -7% | 0.7% | -4% | -6%
CCc1ccccc1NC(=S)N1CCNC(=O)C1CC(=O)OC (stereo not given) | 4% | -1% | 0.9% | 2% | -12%
COc1ccc(NC(=O)c2cc(-c3ccc(C)o3)nc3ccccc23)cc1OC | 0% | -10% | 5.8% | 7% | 8%
Cc1cc(NC(=O)CSc2nnc(-c3ccncc3)n2C)n(-c2ccccc2)n1 | 3% | -6% | 0.6% | -2% | -10%
COc1ccccc1/C(C)=N/Oc1cc(N)cc([N+](=O)[O-])c1 | nt | 16% | 7.9% | -1% | 35%
O=C(Cc1csc(N2CCOCC2)n1)N/N=C/c1ccc(Cl)cc1Cl | 2% | -3% | 2.0% | -2% | 22%
CN1OC(COC(=O)c2ccc(Cl)cc2)CC1c1ccccc1 (stereo not given) | 3% | 20% | 2.8% | 1% | 32%
CCCCc1ccc(S(N)(=O)=O)cc1 | -4% | 10% | 0.6% | -9% | 50% | VEEV TC-83 Vero 10K pilot screen=1.8
Cc1ccc2oc(=O)c3cc(C(=O)NCCCN4CCN(C)CC4)sc3c2c1 | -5% | 8% | 8.6% | 2% | 32%

Reprinted from the part before: 2 entries, followed by the next part.
SMILES | Salmonella PhoP GFP | H37Rv inhibition | VEEV TC-83 Vero | influenza NS1A | tuberculosis growth | others
CCCCc1ccc(S(N)(=O)=O)cc1 | -4% | 10% | 0.6% | -9% | 50% | VEEV TC-83 Vero 10K pilot screen=1.8
Cc1ccc2oc(=O)c3cc(C(=O)NCCCN4CCN(C)CC4)sc3c2c1 | -5% | 8% | 8.6% | 2% | 32%
N#Cc1c(NC(=O)c2ccc(-c3ccccc3[N+](=O)[O-])o2)sc2c1CCCC2 | 8% | 1% | 5.6% | -8% | -5%
CCc1ccc(OCC(=O)NNC(=O)CSc2nnc(-c3ccc(C)cc3)n2C)cc1 | 0% | 7% | i | 8% | -8%
O=S(=O)(c1ccc(-c2ccccn2)s1)N1CCC2(CC1)OCCO2 | -5% | 0% | i | nt | -10%
CC1CCN(c2ccc(C=O)o2)CC1 | 2% | ? | 0.8% | -10% | 75%
COc1ccc(C2NCCc3c2[nH]c2ccccc32)cc1CN1CCc2cc(OC)c(OC)cc2C1C (stereo not given) | nt | nt | 4.5% | 17% | nt
O=C(NCc1ccccc1)c1ccc(CNc2c(N3CCCC3)c(=O)c2=O)cc1 | 23% | -4% | 1.1% | -12% | -4%
COc1cccc(CNc2ccc(S(N)(=O)=O)cc2)c1OC | 2% | -8% | 0.3% | -7% | -4%
COc1ccccc1Nc1nc(NCCCN(C)C)nc(N)c1[N+](=O)[O-] | -2% | 1% | i | 1% | 47%
CCOC(=O)Cc1csc(SCC(=O)Nc2oc(C)c3c(C)n[nH]c(=O)c23)n1 | nt | -3% | i | 8% | 1%
O=C1CC(c2ccccc2)CC(=O)C1CS(=O)(=O)c1ccccc1 (stereo not given) | -2% | -2% | 1.4% | 3% | -7%
COc1ccc(Nc2ncnc3nc[nH]c23)cc1OC | 7% | 2% | 1.4% | 27% | 8%
Cc1ccc(S(=O)(=O)N2[C@@H](c3ccc(Cl)cc3)C(C(=O)O)=C[C@H]2CC2CCCC2)cc1 | nt | 7% | i | -4% | 68%
COc1cc(CC(=O)N2CCC(n3nccc3NC(=O)C3CC3)CC2)cc(OC)c1OC | -9% | -24% | 2.4% | 6% | -5%
COCCNC(=O)c1cc2cc(Br)cc(Br)c2oc1=O | 2% | 6% | 1.4% | -17% | ?
O=C(CCc1ccccc1)Nc1nn[nH]n1 | -1% | -6% | 0.8% | -4% | -4%
CCOc1ccc(-n2c(C)nc3cc(C(=O)NCC4CCCO4)ccc32)cc1 (stereo not given) | 2% | 4% | 7.4% | -2% | 5%
CCN1CCN(C(=O)C(C)Sc2nc3nc(C)cc(C)n3n2)CC1 (stereo not given) | nt | -7% | i | -28% | 1%
Cc1ccc(S(=O)(=O)N(C)C)cc1NC(=O)c1cc(C(C)(C)C)nn1Cc1ccccc1 | 7% | 7% | ? | 0% | 22%
COc1ccc(C(C)=O)cc1CSc1nnnn1-c1ccc(O)cc1 | -7% | -1% | 0.8% | -3% | 25%
Cc1nc2ncnn2c(C)c1CCC(=O)NCc1ccc2c(c1)OCO2 | 8% | 1% | i | 2% | -13%
Cc1cccc(NC(=O)/C(C#N)=C\c2cccnc2)c1 | 4% | -11% | 1.3% | 20% | 3% | VEEV TC-83 Vero 10K pilot screen=2.0
Cc1ccc(S(=O)(=O)/C(C#N)=C/c2c(N3CCOCC3)nc3c(C)cccn3c2=O)cc1 | 0% | 59% | 5.2% | nt | 67%
Cc1ccc(OCCC(=O)Nc2ccccc2C(=O)N2CCCCC2)cc1 | 0% | 3% | i | -14% | 14%
Cc1noc(C)c1C(=O)Nc1ccc(S(=O)(=O)N2CCC(C)CC2)cc1 | nt | 9% | 0.4% | 0% | 27%
COC(=O)c1c(NC(=O)c2ccc(C)o2)sc2c1CCCCC2 | 4% | nt | 2.8% | 2% | nt

Not a retest: four of the compounds above.
SMILES | Salmonella PhoP GFP | H37Rv inhibition | VEEV TC-83 Vero | influenza NS1A | tuberculosis growth | others
N#Cc1c(NC(=O)c2ccc(-c3ccccc3[N+](=O)[O-])o2)sc2c1CCCC2 | 8% | 1% | 5.6% | -8% | -5%
CCc1ccc(OCC(=O)NNC(=O)CSc2nnc(-c3ccc(C)cc3)n2C)cc1 | 0% | 7% | i | 8% | -8%
O=S(=O)(c1ccc(-c2ccccn2)s1)N1CCC2(CC1)OCCO2 | -5% | 0% | i | nt | -10%
CC1CCN(c2ccc(C=O)o2)CC1 | 2% | ? | 0.8% | -10% | 75%

Further records
SMILES | Salmonella PhoP GFP | H37Rv inhibition | VEEV TC-83 Vero | influenza NS1A | tuberculosis growth | others
N#Cc1c(C#N)c(-c2ccccc2)n(-c2ccc(C(=O)O)cc2)c1N | 3% | -5% | i | 3% | 12%
COc1ccc2[nH]cc(C=O)c2c1 | -2% | -1% | 1.6% | 3% | 8%
O=C(Nc1cccc(F)c1)C1CCN(C(=O)c2ccco2)CC1 | -9% | 5% | 0.4% | 5% | -4%
Cc1ccc(N2CCN(c3ccc(NCc4nc5ccccc5n4C)cc3)CC2)cc1 | -2% | ? | 0.3% | 76µM* | 76%
O=C(O)C(O)c1ccccc1 (stereo not given) | 1%&-6% | 6%&-8% | 0.3%&0.7% | -7%&-1% | 4%&6%
COc1cc(/C=C2\C(=O)NN(c3ccccc3)C2=O)cc([N+](=O)[O-])c1O | -4% | 65% | 1.3% | 2% | 16%
Cc1nn(-c2cc(Cl)ccc2Cl)c(C)c1C(=O)O | -11% | -1% | 1.7% | -4% | -20%
CCc1ccc2nc3n[nH]c(N)c3cc2c1 | -6% | ? | 7.3% | 2% | 3%
O=C(c1cncc(Br)c1)N1CCN(S(=O)(=O)c2ccccc2C(F)(F)F)CC1 | 1% | -3% | 2.1% | -8% | -11%
CN(CC(=O)Nc1cccc(F)c1)C(=O)CCSc1ccc(F)cc1 | 5% | 4% | 4.3% | -2% | 53%
CCOc1ccc(N2C(=O)C(Cl)=C(Nc3ccccc3O)C2=O)cc1 | -4% | ? | 0.7% | 0% | 77%
COc1ccc(C[C@H](N)C(=O)N[C@H]2[C@@H](O)[C@H](n3cnc4c(N(C)C)ncnc43)O[C@@H]2CO)cc1 | 3% | 3.1µM* | i | 2% | ?
COc1ccccc1/C=C/C=N/n1c(-c2ccc(F)cc2)n[nH]c1=S | 11% | 14% | 10% | nt | -16%
CCN(CC(=O)NC(=O)NCc1ccccc1)Cc1nc2ccccc2c(=O)[nH]1 | 10% | 21% | 5.7% | -2% | 71%
Cc1ccc(-n2cc(CN3CCN(Cc4nccn4C)CC3)c(-c3cccc(C)c3)n2)cc1 | -5% | ? | i | 5% | 79%
Cc1cccc(C(C)C)c1NC(=O)COC(=O)CNS(=O)(=O)c1ccccc1 | -3% | -1% | 1.9% | -8% | -19%
CCn1c(SCC(=O)NC(C)C)nnc1-c1cccs1 | 3% | -4% | i | 6% | 1%
N#CCCn1cc(C(=O)Nc2ccc([N+](=O)[O-])cc2)c(-c2ccc3c(c2)OCCO3)n1 | -2% | 10% | 1.5% | 0% | 78%
Cc1nnc(NC(=O)c2cc(S(=O)(=O)N(C)C)ccc2N2CCCC2)s1 | nt | -10% | 1.0% | -7% | -18%
Cc1ccc(S(=O)(=O)CCC(=O)OCC(=O)N2c3ccccc3NC(=O)C2(C)C)cc1 | 6% | -1% | 0.8% | -6% | -3%
CN=C(Nc1ccc(C)c(C)c1)SC1CC(=O)N(c2ccc(OC)cc2)C1=O (stereo not given) | 4% | 4% | 1.5% | 4% | -2%
CCN(CC)c1c(-c2ccccc2)c2cc(C)ccc2[nH]c1=O | nt | 0% | 2.0% | -4% | nt
CCOc1ccc(NC(=O)CC2SC(N)=NC2=O)c([N+](=O)[O-])c1 (stereo not given) | 1% | -3% | 2.2% | 4% | -1%
C=CCN(C1CCCCC1)S(=O)(=O)c1ccc2c(c1)oc(=O)n2C | 6% | -4% | 0.7% | 13% | 2%

Two records picked at random from the list so far, as already listed:
SMILES | Salmonella PhoP GFP | H37Rv inhibition | VEEV TC-83 Vero | influenza NS1A | tuberculosis growth | others
CCOc1ccc(N2C(=O)C(Cl)=C(Nc3ccccc3O)C2=O)cc1 | -4% | ? | 0.7% | 0% | 77%
Cc1nn(-c2cc(Cl)ccc2Cl)c(C)c1C(=O)O | -11% | -1% | 1.7% | -4% | -20%
